p47phox inh: p47phox (human) inhibition; p47phox/p22phox peptide binding, fluorescence polarization, 2 h; inhibition, % at 24.7 µM; 0.53% of 220,000 active; AID 1274;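 active = inhibition above about 30%, limit read from the data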;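 also: 0% = p47phox with labelled peptide and 100% = labelled peptide alone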
Tb hexokinase: T. brucei hexokinase 1 inhibition; AID 1430; 0.11% of 220,000 active; recombinant TbHK1, G6PDH-coupled NADH A340; inhibition, % at 10 µM;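 active = inhibition of 50% or more in the single-dose primary screen; inactive = inhibition below 50%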
BaF3 tox: reduces parental Ba/F3 cell viability, JAK2V617F counter-screen; CellTiter-Glo ATP luminescence; inhibition, % at 5.6 µM; 1.1% of 220,000 active; AID 1486;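 active = inhibition above a per-campaign cutoff, the mean inhibition of all tested compounds plus 3 SD, cut at about 27% in these data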;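 also: 0% = DMSO wells and 100% = JAK Inhibitor I control wells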
EP2 antag: blocks the human prostaglandin E2 receptor EP2. P43116. C6 glioma cells expressing human EP2, cAMP TR-FRET; cells stimulated with saturating PGE2. inhibition, % at 25 µM. 0.52% of 260,000 active;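 active = percent inhibition above 40 after rounding to a whole number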;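 also: rat C6 glioma host cells with rolipram phosphodiesterase inhibitor present; the protocol text gives 20 µM as final concentration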
PPC-1+TRAIL kill: compounds killing PPC-1 cancer cells with TRAIL present (potentiator screen, no TRAIL-free arm) | PPC-1 cells + TRAIL, ATPLite viability luminescence | 0.41% of 220,000 active | cell killing (% activity), % at 4 µM;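 active = cell killing above 50% in the first pass at 4 µM, then a duplicate retest at 5 µM averaging 50% or more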;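 also: plate controls were cells with TRAIL plus DMSO for no effect and medium-only wells lacking cells for full effect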
Furin inhibitor: human furin inhibition. 0.061% of 220,000 active. inhibition, % at 30 µM. purified furin, fluorogenic substrate cleavage. P09958; in the data active = inhibition above about 25%; also: inactives centre near -15
p97 ATPase inh: blocks human p97 ATPase activity; P55072; recombinant p97 ATPase, Kinase-Glo ATP luminescence, 3 h; inhibition, % at 8 µM; 0.42% of 220,000 active; in the data active = inhibition above about 15%;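 also: 0% = DMSO vehicle and 100% = wells lacking enzyme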
Target sequence (P55072 whole entry, looked up): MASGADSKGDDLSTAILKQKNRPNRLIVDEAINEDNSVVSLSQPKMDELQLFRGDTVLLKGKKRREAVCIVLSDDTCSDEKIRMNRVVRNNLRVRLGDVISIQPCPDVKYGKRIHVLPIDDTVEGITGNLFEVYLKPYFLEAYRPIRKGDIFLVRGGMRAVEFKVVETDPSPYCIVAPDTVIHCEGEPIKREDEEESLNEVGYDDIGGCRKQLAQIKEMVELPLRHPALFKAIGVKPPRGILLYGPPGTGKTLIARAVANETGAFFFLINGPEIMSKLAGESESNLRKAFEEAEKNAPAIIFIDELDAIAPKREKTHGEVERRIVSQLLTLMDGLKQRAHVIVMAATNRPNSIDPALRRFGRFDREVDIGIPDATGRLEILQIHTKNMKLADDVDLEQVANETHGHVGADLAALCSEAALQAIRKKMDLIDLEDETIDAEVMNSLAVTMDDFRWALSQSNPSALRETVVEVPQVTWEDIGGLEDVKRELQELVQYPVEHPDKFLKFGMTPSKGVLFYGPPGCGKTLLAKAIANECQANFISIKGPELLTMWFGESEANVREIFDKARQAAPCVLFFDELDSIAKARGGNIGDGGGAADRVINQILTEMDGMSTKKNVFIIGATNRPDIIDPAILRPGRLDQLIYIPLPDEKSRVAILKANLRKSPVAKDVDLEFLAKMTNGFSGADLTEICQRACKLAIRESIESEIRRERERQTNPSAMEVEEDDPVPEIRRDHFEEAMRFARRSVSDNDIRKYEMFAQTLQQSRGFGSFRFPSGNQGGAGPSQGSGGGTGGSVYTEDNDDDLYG
RBBP9 inhibitor: blocks human serine hydrolase RBBP9; O75884; recombinant RBBP9, FP-Rh probe fluorescence polarization; inhibition, % at 7.94 µM; 0.2% of 220,000 active;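 active = inhibition above the campaign mean of all tested compounds plus 3 SD, cut at about 14% in these data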;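 also: plate controls were DMSO wells with RBBP9 for no effect and wells lacking RBBP9 protein for full effect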
Target sequence (O75884 whole entry, looked up): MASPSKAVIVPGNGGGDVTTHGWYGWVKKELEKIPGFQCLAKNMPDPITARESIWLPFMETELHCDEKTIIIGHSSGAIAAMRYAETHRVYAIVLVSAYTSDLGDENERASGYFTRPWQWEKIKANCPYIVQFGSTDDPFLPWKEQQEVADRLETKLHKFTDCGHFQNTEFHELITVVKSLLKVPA
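Test system: recombinant human RBBP9; Timing: 30 min then 45 min, 25 °C; Detection: fluorescence polarization; Control set: RBBP9 with DMSO as uninhibited control, no-protein wells as full inhibition; Compound dosing: one concentration, 7.94 µM nominal, 0.794% DMSO; Probe or stimulus: FP-Rh activity-based probe, 375 nM before mixing.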
Ba/F3 V617F tox: reduce viability of Ba/F3 cells dependent on JAK2V617F; Ba/F3 EpoR-JAK2V617F viability, ATP luminescence; inhibition, % at 5.6 µM; 1.1% of 220,000 active; AID 1446;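 active = inhibition above the campaign mean plus 3 SD over all tested compounds, cut at about 24% in these data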;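 also: cytokine-independent growth of Ba/F3 cells driven by EpoR plus mutant JAK2; 0% = DMSO-treated cells and 100% = JAK inhibitor I control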
Numbers without * were called inactive; / = not tested or not shown; & = joins results of further samples; [ ] = another dose, or the depositor's remark.

Molecule	p47phox inh	Tb hexokinase	BaF3 tox	EP2 antag	PPC-1+TRAIL kill	Furin inhibitor	p97 ATPase inh	RBBP9 inhibitor	Ba/F3 V617F tox
O=c1cc(-c2ccc([N+](=O)[O-])cc2)c2ccc(O)cc2o1	-3	0	6	7	7	-16	4	-7	-1
COC(=O)CSc1nnc(-c2ccc(OC)cc2OC)o1	-1	6	5	7&11	7	-12[20 µM]	9	9	-2
O=C(NNS(=O)(=O)c1ccc(F)c(Cl)c1)c1cccc(S(=O)(=O)N2CCOCC2)c1	-2	-5	4	3	-10	-14	1	2	-1
CCC(C)NC(=O)c1ccc(N2CCC3(CC2)OCCO3)c([N+](=O)[O-])c1 (stereo not given)	-24	-6	9	3	20	-17	-2	-12	5
Cc1ccc(C)c2c(SC(C)C(=O)NCc3ccco3)nc(-c3ccccc3)nc12 (stereo not given)	-11	-4	-1	17	21	-14[20 µM]	3	2	-4
CCCNC(=O)Cn1cnc2sc(C(=O)Nc3cc(OC)c(OC)c(OC)c3)c(C)c2c1=O	-17	-22	2	4	28	-6[20 µM]	-4	-3	1
O=S1(=O)CCN2C=C(Cl)C=C(Cl)C2=N1	-3	0	5	2	7	-55	-6	-1	8
c1ccn2c(CNc3ncnc4sccc34)nnc2c1	-3	-5	-1	12	-17	-13	2	-4	-2
O=C(Oc1ccccc1)c1ccccc1OS(=O)(=O)c1ccccc1	-16	0	4	5	13	-14[20 µM]	3	-8	-1
Cc1ccc(NC(=O)c2nc[nH]c2C(=O)N2CCC(C)CC2)cc1	-6	2	/	20	-10	-26	/	/	/
COC(=O)/C=C1/S/C(=N/NC(=O)c2ccccc2C)NC1=O	-9	-36	-1	8	-8	-1[20 µM]	3	-3	-3
CCOc1ccc(NC(=O)c2ccccc2OCC(=O)c2ccc(C)cc2)cc1	-53	-25	2	8	-14	-10[20 µM]	-4	-5	1
COc1ccc(CN2CCN(C(=O)C3CCC(CNS(=O)(=O)c4ccc(C)cc4)CC3)CC2)c(OC)c1OC (stereo not given)	-4	-7	5	4	13	-26	0	2	0
Cc1ccc(-n2nnc3ccccc3c2=O)cc1C	5	-1	3	9	29	-13	7	-3	-2
COc1ccc(NC(=O)C2OCCc3ccccc32)c(OC)c1 (stereo not given)	-14	3	1	11	3	-11[20 µM]	3	-3	0
Cc1ccc(-n2c3nc(=O)n(C)c(=O)c-3cc3ccccc32)cc1	-3	-12	2	4	5	-24	4	2	-3
C/C(=N\NC(=O)c1cc(-c2ccc(C)s2)[nH]n1)c1ccco1	-10	-22	1	6	9	-16	-4	-25	1
COc1ccc(C(=O)C2CCCN(C(=O)CCc3scnc3C)C2)c(C)c1 (stereo not given)	-2	3	11	6	-14	-13	-1	5	5
COC(=O)c1ccccc1S(=O)(=O)N(Cc1cc2ccc(OC)cc2[nH]c1=O)CC1CCCO1 (stereo not given)	-4	-20	2	8	0	-11	-2	-4	1
Cc1ccsc1C1Nc2ccc3ncccc3c2C2=C1C(=O)CCC2 (stereo not given)	-16	-17	4	9	6	0	5	-2	0
CCOC(=O)C1(C/C(C)=N/NC(N)=O)CC(C)OC1=O (stereo not given)	5	1	8	1	7	-21	-6	-9	7
O=C(Nc1nc(-c2ccccn2)cs1)c1ncc(Cl)c(Cl)c1Cl	-35	5	7	28	5	-24[20 µM]	0	2	-1
Cc1sc2ncnc(N(C)Cc3ccco3)c2c1C	-3	-10	3	7	9	1[20 µM]	-5	-10	-1
Cc1cc(C)c2cccc(N)c2n1	10	-3	10	9	10	-9	2	-9	3
COC(=O)c1cc(-c2ccccc2)on1	5	-3	12	11	-5	-7[20 µM]	-4	6	2
COc1ccc(OC2C(=O)N(c3cc(C)ccc3C)C2c2ccc(OC)c(OC)c2)cc1 (stereo not given)	-13	8	5	7	3	-16	3	-1	-4
Cc1cccc(NC(=O)CSc2nc3c(c(=O)[nH]2)CCC3)c1C	-15	3	4	6	2	-21	2	-4	-2
COc1ccccc1C(=O)Nc1ccc2c(c1)nc1n2CCN(Cc2ccccc2)C1	-11	0	6	8	-5	-21	13	-7	-1
O=C(c1ccc(N2CCCCC2)c([N+](=O)[O-])c1)N(c1ccccn1)c1ccccn1	1	-6	0	4	-17	-5	-1	-2	1
CNC(=S)N1CCN(c2ccccc2OC)CC1	2	0	7	4	13	-11	0	-9	4
Cc1cccc(-n2c(CCCN3C(=O)c4ccccc4C3=O)nc3ccccc3c2=O)n1	-5	3	-1	/	-6	-21	5	-5	-6
c1ccc(-c2nc(-n3ccnc3)nc(-n3ccnc3)n2)cc1	-12	3	6	3	-8	-12	-2	-10	3
CN(C(=O)COC(=O)c1cc(S(=O)(=O)N2CCCCC2)ccc1N1CCOCC1)C1CCS(=O)(=O)C1 (stereo not given)	-7	-12	-3	7	9	-20	6	2	-5
COc1ccc(NS(=O)(=O)c2ccc(NC(C)=O)cc2)c(OC)c1	-2	1	8	11	9	-16	-3	-8	2
O=C(C1CCC1)N1CCc2cc(S(=O)(=O)Nc3ccc4c(c3)OCO4)ccc21	-6	-5	5	11	4	-25[20 µM]	3	-1	-2
O=C(CSC1CCCCC1)Nc1ccccc1Br	1	42	7	4	13	7	-3	1	5
CCOc1ccc(CN2CCN(CC3=Cc4cccc(OC)c4OC3)CC2CCO)cc1 (stereo not given)	-7	-6	2	10	/	-26	1	-8	-2
O=C(Cc1noc2ccccc12)NNC(=S)Nc1ccc(Cl)cc1	-7	6	3	4	19	-23	-1	-6	0
O=C(Cn1cnc2ccccc21)Nc1ccc(F)c(F)c1	-1	1	11	11	-5	-20	-1	-3	4
CN(CC(=O)NCCC1=CCCCC1)S(=O)(=O)c1ccc2c(c1)c(=O)n(C)c(=O)n2C	7	-14	13	14	16	-13	-9	-7	2

The closing two records of the section before are carried over, then new ones follow.
Molecule	p47phox inh	Tb hexokinase	BaF3 tox	EP2 antag	PPC-1+TRAIL kill	Furin inhibitor	p97 ATPase inh	RBBP9 inhibitor	Ba/F3 V617F tox
O=C(Cn1cnc2ccccc21)Nc1ccc(F)c(F)c1	-1	1	11	11	-5	-20	-1	-3	4
CN(CC(=O)NCCC1=CCCCC1)S(=O)(=O)c1ccc2c(c1)c(=O)n(C)c(=O)n2C	7	-14	13	14	16	-13	-9	-7	2
O=S(=O)(N1CCCCC1)N1CCN(c2ccccc2F)CC1	-8	-5	1	8	7	-22[20 µM]	-3	-5	0
CC(C)CNC1CCS(=O)(=O)C1 (stereo not given)	5	-10	3	7	17	-13	3	2	-6
CC1(C)CC(=O)C(C=NCCN2CCN(CC(=O)Nc3ccc(F)cc3)CC2)=C(O)C1	-1	6	-4	8	0	-1	-1	-3	3
COc1ccc(-c2nc3ccccn3c2NCc2ccc3c(c2)OCO3)cc1	-16	-6	1	17	22	-34[20 µM]	-5	-2	-1
Cc1cc(CNC(=S)Nc2cccc(Cl)c2Cl)nn1C	/	-4	4	5	10	-39	1	6	1
O=C1Nc2ccccc2C1=Nc1ccc(-c2nnc3n2CCCCC3)cc1	-7	-3	-1	9	-2	-10	2	6	-4
CCN(C(=O)CCc1nc(-c2ccccc2F)no1)c1cc(OC)ccc1OC	-7	-9	6	6	7	-19[20 µM]	-4	-6	4
CCN(CC)CCN1C(=O)C(=O)/C(=C(/O)c2ccccc2)C1c1ccccc1F (stereo not given)	-72	-22	5	17	-11	-15	2	-1	-1
COc1ccc(CC(=O)NCc2n[nH]c(=S)n2-c2cccc(Cl)c2)cc1	-8	1	10	4	18	-15	3	-4	4
CCN(CC)C(=O)Cn1cc(S(=O)(=O)CC(=O)NC2CCCCC2)c2ccccc21	-17	12	2	9	10	-18	1	-8	-2
CCCCC(CC)C(=O)Nc1ccc(C)c(O)c1 (stereo not given)	6	-5	3	6	1	5	0	-4	-3
O=C(NCc1ccc(Cl)cc1)C(=O)NCC(c1ccco1)N1CCOCC1 (stereo not given)	-13	2	7	4	-4	-25	4	-3	-3
CCOc1ccc2oc(-c3ccccc3)c(C(=O)N3CCN(CCO)CC3)c2c1	-9	-14	3	7	7	-19[20 µM]	-1	1	-3
Cc1c(CCO)sc[n+]1CC(=O)OCCC12CC3CC(CC(C3)C1)C2	-11	7	2	7	12	-20	4	-8	-3
CCOC(=O)NC(=O)CSc1ccc2ccccc2n1	-6	-9	-1	7	27	-19	5	3	-4
COc1ccccc1CC1(C)NC(=O)N(CC(=O)N2CC(C)OC(C)C2)C1=O (stereo not given)	-39	3	3	18	2	-11	4	-1	-3
Cc1nn(-c2ccccc2)nc1-c1nnc(-c2ccc(C(F)(F)F)cc2)o1	-3	-27	0	1	11	-23	3	-8	2
CC(C)CCNC(=O)c1onc(CSc2ccncc2)c1C(=O)NCCC(C)C	5	-10	/	7	2	-30	/	/	/
COc1ccc(-c2csc(NC(=O)CSc3n[nH]c(N)n3)n2)cc1	-12	-3	6	4	16	-21	1	-5	0
O=S(=O)(c1ccc(Cl)s1)N1CCC(Cc2ccccc2)CC1	-6	10	4	11	-1	-11[20 µM]	-2	-8	-2

3 entries already listed, arranged by the value under RBBP9 inhibitor, high to low.
molecule,RBBP9 inhibitor
O=C(CSC1CCCCC1)Nc1ccccc1Br,1
O=S1(=O)CCN2C=C(Cl)C=C(Cl)C2=N1,-1
Cc1cccc(-n2c(CCCN3C(=O)c4ccccc4C3=O)nc3ccccc3c2=O)n1,-5

(more compounds)
Molecule	p47phox inh	Tb hexokinase	BaF3 tox	EP2 antag	PPC-1+TRAIL kill	Furin inhibitor	p97 ATPase inh	RBBP9 inhibitor	Ba/F3 V617F tox
O=C(Oc1ccc([N+](=O)[O-])cc1)c1ccc(Cl)c(S(=O)(=O)N2CCCCC2)c1	11	31	-5	12	13	-20	3	-9	-4
O=C(O)c1cc(S(=O)(=O)N2CCCCCC2)c(Cl)cc1Cl	2	-2	1	9	3	-18	3	-6	-2
c1ccc(CCn2nnnc2C(c2cccnc2)N2CCN(c3nc4ccccc4s3)CC2)cc1 (stereo not given)	-22	1	6	3&18	8	-18	0	-7	2
COc1ccc(Nc2nc3ccccc3nc2NS(=O)(=O)c2cccs2)cc1	-29	-6	-2	7	2	-27[20 µM]	-1	-7	-2
S=c1[nH]nc(-c2cc(-c3ccccc3)n[nH]2)n1/N=C/C=C/c1ccccc1	-27	7	3	2	19	-15	-5	-11	5
O=S(Cc1ccc(Br)cc1)Cc1nnc(SCc2c(F)cccc2Cl)n1-c1ccccc1 (stereo not given)	4	4	16	5	9	-12	-4	-12	9
Cc1cc(SC(C)C(=O)Nc2c(C)n(C)n(-c3ccccc3)c2=O)nc2ccccc12 (stereo not given)	-11	-8	8	4	32	-16[20 µM]	0	-2	0
CCc1ccc(N2C(=O)CN(CC(=O)OC)C2=S)cc1	-7	-6	2	2	/	-12	4	1	-5
O=c1nc(N2CCOCC2)ccn1-c1nc(-c2ccccc2)oc1-c1ccccc1	-4	-9	5	5	-2	-25	-4	5	2
CCCCNC(=O)CNC(=S)N(Cc1ccccc1)Cc1cccnc1	-26	0	8	9	20	-7	-6	-9	1
COc1cccc(N=CC=C2OC(C)(C)C(C)(C)O2)c1	23	-8	10	1	26	-8	2	-7	0
COc1cc(C(=O)Nc2nc3ccc4nc(C)sc4c3s2)cc(OC)c1OC	-12	-26	-1	12	19	-24[20 µM]	-1	-7	-2
O=C(O)CCC(CNS(=O)(=O)c1ccccc1)C(F)(F)F (stereo not given)	-2	-1	1	6	-11	-19	1	-12	2

Some of the compounds tested, so the mix of outcomes need not match the whole.
